Screening data: PubChem, The Scripps Research Institute Molecular Screening Center
UHRF1 MBD2 ctr – UHRF1 methylated DNA binding inhibitors, primary screen, counter-screen for MBD2 inhibitor project, biochemical, TR-FRET, human UHRF1, single concentration; AID 687016, 2013; inhibition, % at 4.4 µM; UHRF1 binding to methylated oligo; 0.75% of 370,000 active; in the data active means inhibition above about 21%;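 further: UHRF1 SRA domain binding a hemimethylated CpG hairpin DNA probe; 0% = median of test compound wells and 100% = reference inhibitor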
MBD2 inh – inhibitors of MBD2 binding to methylated DNA, primary screen, biochemical, TR-FRET, DNA-binding domain, human. Methyl-CpG-binding domain protein 2 (Homo sapiens), Q9UBB5. inhibition, % at 4.4 µM. MBD2 binding to methylated oligonucleotide. 0.31% of 370,000 active; in the data active means inhibition above about 13%
LEDGF integ inh – blockers of LEDGF/p75-dependent integrase strand transfer – biochemical, TR-FRET, high throughput, primary screen. HIV-1 integrase (with human LEDGF/p75). TR-FRET IN-LEDGF/p75 DNA integration, Eu/Cy5. inhibition, % at 3.7 µM. 0.64% of 370,000 active. AID 743269, 2014;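 active means inhibition above the screen-wide mean plus 3 SD, cut at about 13% in these data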;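 further: signal is the Cy5 over europium emission ratio at 671 and 618 nm; 0% = plate median of compound wells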
TDP2 inh – human TDP2 enzyme inhibitors, primary screen, biochemical, epi absorbance, recombinant enzyme. Tyrosyl-DNA phosphodiesterase 2 (Homo sapiens), O95551. 0.34% of 370,000 active. inhibition, % at 12.8 µM. AID 720702, 2013. T5PNP hydrolysis, p-nitrophenol absorbance 415 nm;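 active means inhibition above the mean of all tested compounds plus 3 SD, set per campaign, cut at about 25% in these data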;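 further: 0% = DMSO with enzyme and 100% = buffer with substrate but no TDP2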
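Test system: human TDP2 enzyme; Input: 120 nM TDP2 per well; Buffer or medium: Mg2+-containing Tris-HCl buffer, pH 7.5; Reagent: 5 mM T5PNP; Dosing: 12.8 µM single point, 1% DMSO; Incubation: reaction 2 h, 37 °C; Detection: p-Nitrophenol epi absorbance; Read-out: % inhibition relative to enzyme-containing and enzyme-free wells; Replicates: single well per compound.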
Tn7 DDE FP – inhibitors of Tn7 peptide binding to fibrin DD(E), primary screen, biochemical, fluorescence polarization, human fibrin, Tn7 probe. Fibrinogen beta chain (Homo sapiens), P02675. FP displacement of FITC-Tn7 peptide from fibrin DD(E); 0% = median of compound wells per plate. inhibition, % at 8.3 µM. 0.13% of 370,000 active;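 active means inhibition above the mean of compounds falling within the control limits plus 3 SD of them, cut at about 14% in these data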;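 further: 0% = plate median of compound wells and 100% = 10 µM Aha-Tn7 peptide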
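Assay system: Fibrin-DD(E) protein isolated from polymerized human fibrin clots; read-out basis: percent inhibition; medium: Tris/NaCl/CaCl2 buffer, pH 7.8; signal: FP measurement; incubation: 10 min plus 3 h, room temperature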
proKLK7 act – proKLK7 zymogen activators, primary screen, biochemical, fluorescence intensity; purified proKLK7, EDANS-DABCYL substrate fluorescence; 100% is mature enzyme control, 0% vehicle; 0.9% of 370,000 active; Kallikrein-7 (Homo sapiens), P49862; activation, % at 7 µM;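 active means activation above the mean of all tested compounds plus 3 SD, computed per campaign excluding outliers beyond control limits, cut at about 13% in these data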
SIAE inh – human SIAE inhibitors, primary screen, biochemical, fluorescence polarization, FP-Rh probe, 1536-well HTS. SIAE FP-Rh probe binding. AID 1053197, 2014. 0.69% of 370,000 active. Sialate O-acetylesterase (Homo sapiens), Q9HAT2. inhibition, % at 9.66 µM;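 active means inhibition above a cutoff: mean of compounds within the control limits plus 3 SD of those, cut at about 17% in these data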;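 further: 0% = plate median of compound wells and 100% = probe without SIAE protein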
PRMT1 FP inh – PRMT1 methyltransferase inhibitors, primary screen, biochemical, fluorescence polarization; recombinant PRMT1, activity-based probe fluorescence polarization; 1.3% of 370,000 active; inhibition, % at 2.79 µM; Protein arginine N-methyltransferase 1 (Homo sapiens), Q99873;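 active means inhibition above about 21% made by adding two undisclosed values, limit read from the data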
DDE Tn6 FP inh – inhibitors of Tn6 peptide binding to fibrin DD(E), primary screen, biochemical, fluorescence polarization, human fibrin, Tn6 probe; 0.21% of 370,000 active; Fibrin DD(E) TRITC-Tn6 fluorescence polarization displacement; Fibrinogen beta chain (Homo sapiens), P02675; inhibition, % at 8.3 µM;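 active means inhibition above a per-campaign cutoff: mean of compounds within control limits plus 3 SD, cut at about 15% in these data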;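 further: 0% = median of all compound wells on the plate and 100% = blocking peptide control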
TCR CD3 inh – inhibitors of human TCR-CD3 interaction, primary screen, biochemical, fluorescence, TAMRA-labeled TCR probe; T-cell receptor (TCR); inhibition, % at 9.4 µM; 0.37% of 360,000 active; in the data active means inhibition above about 19%;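 further: recombinant mutant TCR 2C K166C tagged with TAMRA read by polarization; 0% = receptor in buffer alone and 100% = receptor with positive control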
Numbers without * were called inactive; . = not tested or not shown.

molecule,UHRF1 MBD2 ctr,MBD2 inh,LEDGF integ inh,TDP2 inh,Tn7 DDE FP,proKLK7 act,SIAE inh,PRMT1 FP inh,DDE Tn6 FP inh,TCR CD3 inh
CN1CCN(C(=S)Nc2cccc(S(=O)(=O)N(C)C)c2)CC1,0,0,4,0,-2,-0.6,2,-1,6,4
CN(C)CCN(C(=O)C1CCN(S(=O)(=O)c2cccs2)CC1)c1nc2ccccc2s1,-3,-6,7,-6,-8,0.6,2,-5,-7,-2
COC(=O)N/N=C/c1cccs1,2,4,-1,0,5,0.0,-5,1,3,-6
Cc1cc(OCC(C)CN2CCC(C(O)(c3ccccc3)c3ccccc3)CC2)ccc1Br (stereo not given),0,-3,-4,-6,-14,0.5,-4,1,2,.
Cc1cc(NC(=O)CSc2cn(C)c3ccccc23)no1,0,-5,-1,-1,-7,-0.7,1,15,-18,-2
COc1ccccc1/C=C/C(=O)OCC(=O)N1CCN(S(=O)(=O)c2ccc(C)cc2C)CC1,3,0,-2,5,-5,-1.0,-1,-3,4,-5
O=C1CN(C(=O)c2ccccc2F)C(c2ccc(F)cc2)c2cc(Br)ccc2N1 (stereo not given),1,2,2,-5,3,0.1,-6,1,1,-4
Cc1ccc(C(=O)N2CCN(c3nc4ccccc4n3C)CC2)cc1,-5,2,5,-7,2,-0.3,4,-5,-3,5
N#Cc1ccc(/C=C/C(=O)c2cccnc2)cc1,1,2,-6,-17,2,0.0,-1,15,2,-4
O=c1c2ccccc2nc(N2CCN(c3ccccc3)CC2)n1Cc1ccccc1,1,-2,-1,3,8,0.6,2,74*,8,8
Cc1noc(NS(=O)(=O)c2ccc(NC(=O)c3ccc(Br)o3)cc2)c1C,-1,-1,-1,10,4,-0.5,0,-1,-1,2
Cc1c(C(=O)Nc2cccc(N(C)S(C)(=O)=O)c2)cccc1[N+](=O)[O-],3,1,8,-12,-5,-0.1,-10,-3,-1,3
CCOC(=O)[C@@H]1[C@H]2COc3ccccc3[C@@H]2N2C(=O)N(c3ccc(C(F)(F)F)cc3)C(=O)[C@@]12C,2,2,1,2,4,0.1,2,1,-4,-9
COC(=O)c1ccccc1S(=O)(=O)Nc1ccc2cn[nH]c2c1,-1,-4,1,-1,2,0.7,-5,-2,4,5
N#Cc1ccc(OCCCN2CCC(C(O)(c3ccccc3)c3ccccc3)CC2)cc1,2,2,-4,0,-3,1.2,-4,-1,-2,1
CC(C)CC(COCc1cccc(Cl)c1)N1CCN(C(=O)c2cccc(C(F)(F)F)c2)CCC1=O (stereo not given),-3,-1,1,3,4,0.7,3,0,3,0
COc1ccc(/C=C/C(=O)NC2CCN(Cc3ccccc3)CC2)cc1OC,-4,0,1,28*,2,1.5,5,-1,-1,7
O=C(Nc1ccc(Oc2ccccc2)cc1)c1ccc(Cn2c(=O)[nH]c3ccsc3c2=O)cc1,2,2,-5,-16,-1,0.5,-36,-3,2,8
CCOc1ccc2[nH]c(=O)c(C(c3nnnn3C3CCCCC3)N3CCN(C)CC3)cc2c1 (stereo not given),4,0,1,2,4,7.3,-5,-1,-9,-6
Cc1ccccc1C(=O)NCC(=O)NC1CC1,2,-1,1,-13,-7,0.1,-6,-3,1,0
O=C(NCCc1ccccc1)C1CCN(C(=O)N2CCOc3ccccc32)CC1,1,0,-2,-1,3,0.1,-5,-2,2,4
Nc1nc(-c2ccccc2)[nH]c(=O)c1N,3,1,-1,-24,6,-20,-12,-1,-2,11
CC1CCc2nn(CC(=O)NCCCN3CCCCC3)cc2C1 (stereo not given),1,-1,-1,-8,2,-0.1,3,-8,8,3
CCc1ccc(/C=C2\SC(=S)N(CCC(=O)NC3=NCCS3)C2=O)cc1,2,-2,-2,-4,-1,0.3,-1,-4,9,2
COc1ccc(CCNC(=O)C2CCCN(S(=O)(=O)c3ccc(OC)cc3)C2)cc1 (stereo not given),-4,-5,-2,3,6,-1.0,-5,3,4,-4
CC1=C(C#N)C(c2ccc(O)cc2)C(C#N)=C(C)N1,1,0,4,2,0,0.5,4,-2,2,1
Cc1cc(-c2ccc(C(C)C)c(S(=O)(=O)N3CC(=O)Nc4ccccc43)c2)on1,2,3,1,-3,-6,1.6,2,3,0,4
Cc1oc(-c2ccccc2)nc1C(=O)N1CCN(c2ccc(F)cc2)CC1,-2,0,0,-13,-1,0.4,1,-2,1,8
NC(N)=NN=C1CCCCCCCCCCC1,-1,-2,-8,-17,2,-0.1,-2,2,-2,1
Cc1ccc(N(CC(=O)N2CCn3c2nc2ccccc23)S(=O)(=O)c2c(C)n[nH]c2C)cc1,0,1,0,5,4,-0.1,-1,-1,4,7

Shown as a hit in TDP2 inh (from the list above):
compound | MBD2 inh | LEDGF integ inh | TDP2 inh | Tn7 DDE FP | proKLK7 act | SIAE inh | PRMT1 FP inh | DDE Tn6 FP inh | TCR CD3 inh
COc1ccc(/C=C/C(=O)NC2CCN(Cc3ccccc3)CC2)cc1OC | 0 | 1 | 28* | 2 | 1.5 | 5 | -1 | -1 | 7

Later entries.
molecule,UHRF1 MBD2 ctr,MBD2 inh,LEDGF integ inh,TDP2 inh,Tn7 DDE FP,proKLK7 act,SIAE inh,PRMT1 FP inh,DDE Tn6 FP inh,TCR CD3 inh
Cc1ccc(C)c(NC(=O)C2CC3c4ccccc4C2c2ccccc23)c1 (stereo not given),1,1,5,-9,-7,0.4,-2,1,-1,2
O=C(NCc1cccnc1)/C(=C/c1ccco1)NC(=O)c1ccccc1,-3,-1,6,5,-3,-0.3,7,3,-7,15
COC(=O)c1ccc(NC(=O)c2ccc(N(C)S(C)(=O)=O)cc2)cc1,0,4,-5,-2,-2,-0.3,-9,0,-1,-9
CCNCC(=O)N1c2ccccc2CCc2ccc(NC(=O)OC(C)C)cc21,-1,-1,0,1,1,-0.5,3,-4,-6,-2
COc1ccc(-c2cc(Nc3ccccc3NC(=O)C(F)(F)F)n(CCC#N)n2)cc1,3,-2,1,-2,5,-0.1,2,0,8,1
COC(=O)c1ccc(C(=O)OC)c(NC(=O)CN(c2ccc3c(c2)OCO3)S(C)(=O)=O)c1,-3,-3,2,3,-5,0.3,1,-1,-4,7
Cc1ccc([C@@H]2C[C@H]3[C@@H](CN2S(=O)(=O)c2ccc(C)cc2)C(=O)C[C@@H](c2ccc(C)cc2)N3S(=O)(=O)c2ccc(Cl)cc2)cc1,-1,3,-4,-1,-8,0.1,-18,4,4,-5
CC(=O)c1ccc(N2CCN(C(=O)Cc3n[nH]c(=O)c4ccccc34)CC2)cc1,12,10,0,-3,-5,0.0,5,3,-2,2
COc1cccc(C(=O)NCc2ccccc2OC)c1,-1,-1,-4,-3,-3,0.0,3,-2,3,0
O=C(c1ccc(F)cc1)C1CCN(c2ncnc3sccc23)CC1,-3,-2,3,3,3,.,-1,-3,-8,.
CC1(c2ccc(OC(F)F)cc2)NC(=O)N(CC(=O)Nc2ccc3c(c2)OCO3)C1=O (stereo not given),-1,3,0,-2,4,-0.5,2,2,-4,4
Cc1ccc(NC(=O)CN(C)C(=O)COC(=O)c2ccc(NC(=O)CC#N)cc2)cc1,1,2,1,-4,-2,0.3,-39,-2,8,8
NC(Cc1cccc2nsnc12)C(=O)O (stereo not given),-2,-5,-4,-15,-1,0.7,1,2,0,-6
Cc1ccc(SCCNC(=O)c2ccc(C)c([N+](=O)[O-])c2)cc1,3,2,-1,-1,7,-0.5,-1,0,1,1
COc1ccc(C(C)(O)c2nc(-c3cccc(C(C)C)c3)cs2)cc1 (stereo not given),3,5,-1,-3,-6,0.7,-2,3,-3,-10
CCCCc1cc(=O)oc2cc(OC(C)C(=O)NCCN3CCOCC3)ccc12 (stereo not given),-2,3,1,2,-5,-0.4,-2,0,-4,0
COC(=O)COc1ccc(S(=O)(=O)NCc2cccnc2)cc1,1,-4,-1,-6,1,0.4,3,-1,-9,9
Cc1cc(C(=O)OCC(=O)N2CCc3ccccc32)c(C)o1,1,4,-3,3,-7,-0.2,-9,1,6,-1
OC(COc1ccc2c(c1)CCC2)CN1CCN(c2ccccc2F)CC1 (stereo not given),4,2,4,-12,0,0.4,-4,5,1,-5
CCCCCc1cc(=O)oc2c(C(CCN3CCCC(C)C3)c3ccc(OC)cc3)c(OC)cc(OC)c12 (stereo not given),-2,-3,1,-11,-3,-1.4,3,-3,-2,1
N#Cc1ccc(C(=O)N2CCN(S(=O)(=O)c3ccc(Br)s3)CC2)cc1,0,-3,-2,-8,-6,-0.2,-1,-7,-7,2
COc1ccccc1NC(=S)NCc1ccc2c(c1)OCO2,2,-1,0,-3,1,-0.3,-4,-1,1,5
CCC1CCCCN1CCCNC(=O)CN1C(=O)COc2ccc(S(=O)(=O)N3CCC(C)CC3)cc21 (stereo not given),2,7,0,10,-1,0.2,0,-1,-17,1
Cc1ccc(Cl)cc1NC(=S)N(Cc1cccs1)C1CCCC1,4,9,4,-6,-2,-0.8,-4,9,-6,-4
C/C(=N\Nc1cc(Cl)nc(C)n1)c1ccc(Cl)c(Cl)c1,3,-2,4,5,0,0.5,-1,-1,-2,0
COc1cc(NC(=O)CSc2nncn2C)cc(OC)c1OC,0,-3,-2,1,3,0.1,-6,1,-5,0
CCCCCCCOc1ccc(-c2ccc(C#N)cn2)cc1,-4,-5,1,7,-5,-0.6,5,2,1,-2
O=C(O)CCSCC(=O)c1ccc2c(c1)OCCO2,1,4,3,-8,-1,-0.2,4,32*,-9,0
CCC(C)c1ccccc1N1CC(C(=O)Nc2ccc(C)c(S(=O)(=O)N3CCOCC3)c2)CC1=O (stereo not given),0,0,6,-5,-1,-0.1,-6,-2,9,2
Cc1occc1C(=O)NNC(=S)NCc1ccccc1,-3,-6,1,1,6,0.0,5,-4,2,8

Compounds as they come; overall some 4.6% were active at least once.
